KCNK9 block: KCNK9 potassium channel inhibitors, primary screen, HEK293 cells, thallium flux | Potassium channel subfamily K member 9 (Homo sapiens), Q9NPC2 | FluxOR thallium flux fluorescence; stronger effect = lower value | B-score at 10 µM | 1.2% of 310,000 active | AID 488922, 2010;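 active = ratio B-score over 3 SD below the library mean, with starting fluorescence within 5 SD of its mean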;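 also: negative B-score means less thallium flux so channel inhibition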
MrgX1 agonist: agonists of human MrgX1 receptor, primary screen, HEK293 cells, Fluo-4 calcium flux; Mas-related G-protein coupled receptor member X1 (Homo sapiens), Q96LB2; Fluo-4 calcium fluorescence, agonist mode; stronger effect = higher value; B-score at 10 µM; 0.44% of 310,000 active; AID 588627, 2011;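 active = calcium response B-score plate-corrected fluorescence ratio at least 3 library SD, with starting fluorescence B-score inside 5 SD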
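Assay system: MrgX1-expressing HEK293 cells / Amount: fifteen thousand cells per well / Doses: test compound in the initial addition of three / Timing: cells plated overnight, dye loaded 0.5 h 37 °C, 0.5 h room temperature / Technique: kinetic calcium dye fluorescence, Fluo-4 NW / Control set: positive and negative controls per plate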
RGS4 act: RGS4 potentiators or activators, primary screen, cell-based, HEK293 M3R inducible RGS4, calcium flux | carbachol calcium flux Fluo4; stronger effect = lower value | 0.92% of 310,000 active | B-score at 10 µM;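 active = B-score of the integrated calcium signal more than 4 SD below the library mean, with starting fluorescence not abnormally high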;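 also: negative B-score means reduced calcium response which marks RGS4 activation or potentiation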
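test system = M3R-expressing HEK293 line, RGS4 induced by doxycycline | probe or stimulus = carbachol at ECmax as muscarinic agonist stimulus | timing = dye loading 30 min 37 °C, buffer rest 30 min RT | signal = calcium dye Fluo4 fluorescence | evaluation = B score from integrated fluorescence ratio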
KCNK3 inh: human KCNK3 channel inhibitors, primary screen, CHO cells, FluxOR thallium flux, B-score | Potassium channel subfamily K member 3 (Homo sapiens), O14649 | FluxOR fluorescence; stronger effect = lower value | B-score at 10 µM | 0.84% of 340,000 active | AID 602410, 2012;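 active = B-score under library mean minus 4 SD, starting fluorescence ratio at most library mean plus 5 SD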;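 also: more negative B-score means stronger inhibition of thallium flux through KCNK3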
MrgX1 allo act: positive allosteric modulators of MrgX1, primary screen, HEK293 cells, Fluo-4 calcium flux; AID 588675, 2011; B-score at 10 µM; FDSS; stronger effect = higher value; 0.63% of 310,000 active;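 active = plate-corrected calcium response at least 3 library SD above typical, normal starting fluorescence, not activating the receptor alone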;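 also: compound read alongside a low EC10 to EC30 dose of BAM8-22 agonist; peak minus trough fluorescence over baseline measured at the second addition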
RGS4 block: RGS4 inhibitors, primary screen, cell-based, HEK293 M3R inducible RGS4, calcium flux. Regulator of G-protein signaling 4 (Homo sapiens), P49798. B-score at 10 µM. 0.45% of 310,000 active. Fluo-4 calcium flux; stronger effect = higher value; triggered by carbachol at its EC20;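 active = B-score, a plate-corrected calcium signal, over three deviations above library mean, with baseline fluorescence within five deviations of library mean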;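 also: RGS4 expression induced by doxycycline in cells with stable M3 receptor; B-score is computed from the integrated fluorescence ratio over baseline after carbachol; higher B-score means a larger calcium signal and so more RGS4 inhibition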
hERG protect: hERG rescue from dofetilide block, primary screen, cell-based, CHO-hERG, FluxOR thallium flux, dofetilide IC70 | Voltage-gated inwardly rectifying potassium channel KCNH2 (Homo sapiens), Q12809 | activation (rescue from dofetilide block), less the hit threshold, % at 10 µM | dofetilide IC70 present | 0.51% of 310,000 active;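 active = activation above the mean of controls blocked by dofetilide plus 5 SD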;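 also: thallium influx through hERG after potassium depolarization seen as dye fluorescence rise; in these data hits start at about 4.7%; inactives centre near -7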
KCNQ1 block: inhibitors of human KCNQ1 channel, primary screen, cell-based, thallium flux, high-throughput; AID 2642, 2010; B-score at 10 µM; 1.3% of 310,000 active; CHO-K1 KCNQ1, FluxOR thallium flux fluorescence; stronger effect = higher value;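 active = compounds whose thallium flux B-score, printed positive for inhibition, exceeds three library SD while starting fluorescence stays within three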;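 also: channel opened by potassium depolarization with thallium stimulus after 20 min compound exposure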
ANO1 activ: TMEM16A chloride channel activators or potentiators, primary screen, cell-based, HTS | Anoctamin-1 (Mus musculus), Q8BHY3 | HEK293 TMEM16A/YFP-H148Q/I152L, iodide quench fluorescence; stronger effect = lower value | B-score at 10 µM | 0.3% of 340,000 active | AID 623877, 2012;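 active = fluorescence-ratio B-score plate-corrected deviation score at least 3 library SD below zero, with starting fluorescence score within 5 deviations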;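 also: channel opened by trigger with iodide after compound preincubation; score built on the fluorescence ratio of max minus min over baseline; more negative score means more quench and so TMEM16A activation or potentiation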
Target sequence (Q8BHY3 whole entry, looked up): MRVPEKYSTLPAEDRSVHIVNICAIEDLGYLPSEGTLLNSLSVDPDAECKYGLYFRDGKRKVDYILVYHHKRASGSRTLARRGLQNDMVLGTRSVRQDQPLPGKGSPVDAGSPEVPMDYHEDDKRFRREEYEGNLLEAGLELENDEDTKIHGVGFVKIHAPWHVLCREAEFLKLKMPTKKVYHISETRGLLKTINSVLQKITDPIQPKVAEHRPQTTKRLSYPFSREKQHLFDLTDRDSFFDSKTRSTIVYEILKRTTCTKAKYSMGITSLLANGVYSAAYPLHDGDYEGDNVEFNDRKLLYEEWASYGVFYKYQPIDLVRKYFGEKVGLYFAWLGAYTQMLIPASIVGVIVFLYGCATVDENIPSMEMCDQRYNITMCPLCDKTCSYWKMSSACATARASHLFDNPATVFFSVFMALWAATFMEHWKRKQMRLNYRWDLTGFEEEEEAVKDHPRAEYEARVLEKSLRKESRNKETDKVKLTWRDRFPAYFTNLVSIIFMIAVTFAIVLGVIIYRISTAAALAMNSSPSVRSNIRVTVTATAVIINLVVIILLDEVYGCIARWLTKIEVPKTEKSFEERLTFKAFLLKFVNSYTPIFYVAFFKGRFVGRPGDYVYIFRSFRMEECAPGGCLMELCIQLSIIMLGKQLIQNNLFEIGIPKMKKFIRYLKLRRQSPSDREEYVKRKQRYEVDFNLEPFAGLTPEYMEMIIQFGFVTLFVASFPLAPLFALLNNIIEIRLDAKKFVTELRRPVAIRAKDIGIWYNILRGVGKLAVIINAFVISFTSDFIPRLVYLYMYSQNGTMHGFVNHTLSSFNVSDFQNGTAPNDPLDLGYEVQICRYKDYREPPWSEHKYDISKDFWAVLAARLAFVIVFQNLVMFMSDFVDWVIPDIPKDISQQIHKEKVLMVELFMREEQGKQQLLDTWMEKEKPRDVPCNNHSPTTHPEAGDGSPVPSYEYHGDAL
ANO1 block: TMEM16A chloride channel inhibitors, primary screen, cell-based, HTS; Anoctamin-1 (Mus musculus), Q8BHY3; HEK293 TMEM16A/YFP iodide influx fluorescence, ionomycin; normalized B-score (activity score, 25-100; higher = stronger inhibition) at 10 µM; 1.2% of 310,000 active;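 active = ratio plate-corrected score three or more library SD toward inhibition, starting fluorescence score within five deviations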;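 also: score derived from kinetic fluorescence span divided by baseline fluorescence per well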
KCNQ1 pot: potentiators or activators of KCNQ1 channel, primary screen, cell-based, thallium flux, high-throughput. 0.35% of 310,000 active. B-score at 10 µM. AID 2648, 2010. CHO-K1 KCNQ1, thallium flux FluxOR fluorescence; stronger effect = higher value;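 active = fluorescence ratio B-score, a plate-corrected score, at least three library SD, with initial intensity B-score within 5 SD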
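Assay system: CHO-K1 cells stably expressing KCNQ1; Medium: assay buffer with matched DMSO; Also added: K+/Tl+ depolarizing stimulus; Dosing: single dose; Timing: dye 90 min, compound 20 min, room temperature; Measured by: kinetic FluxOR thallium fluorescence, 10-s 1-Hz baseline, 110-s post-stimulus read; Read-out: peak-minus-minimum fluorescence over initial fluorescence, negative-control normalized, B-scored.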
* marks the source's active call; other numbers are inactive results; i = inactive; / = no result given.

item	Structure	ANO1 activ	KCNQ1 pot	hERG protect	RGS4 act	KCNK9 block	KCNQ1 block	RGS4 block	KCNK3 inh	ANO1 block	MrgX1 allo act	MrgX1 agonist
1	COc1cccc(NC(=O)Cn2c3ccc(F)cc3c3nc4n(c(=O)c32)CCS4)c1	i	i	-3	i	i	i	i	i	i	i	i
2	COc1cc(CN2CCCC(CO)(Cc3ccccc3C)C2)cc2c1OCO2 (centres undefined)	i	i	-11	i	i	i	i	i	i	i	i
3	N#Cc1cccc(CN2C=NS(=O)(=O)c3ccccc32)c1	i	i	-8	i	i	i	i	i	i	i	i
4	CCOc1ccc(S(=O)(=O)N2CCOCC2)cc1NC(=O)C1CCC1	i	i	-9	i	i	i	i	i	i	i	i
5	CCOC(=O)C1=C(C)NC(=O)NC1C(C)C (centres undefined)	i	i	-1	i	i	i	i	i	i	i	i
6	c1ccc2c(-c3nc(C4CCCCC4)no3)cc(-c3ccncc3)nc2c1	i	i	-9	-9.4*	i	7*	i	i	i	i	i
7	Cc1nc(N(C)C)c2sc(=S)n(C)c2n1	i	i	-8	i	i	i	i	i	i	i	i
8	C=CCn1c(SCC(=O)N2c3ccccc3Sc3ccccc32)nnc1-c1ccco1	i	i	-16	i	i	i	i	i	i	i	i
9	Cn1cc(S(=O)(=O)N2CCCC2)cc1C(=O)N1CCN(c2ccccc2)CC1	i	i	-7	i	i	i	i	i	i	i	i
10	COc1ccc(NC(=O)C2CCCN(S(C)(=O)=O)C2)cc1 (centres undefined)	i	i	-4	i	i	i	i	i	i	i	i
11	COc1ccc(/C=N/NC(=O)c2cccc(C(F)(F)F)c2)cc1	i	i	-7	i	i	i	i	i	i	i	i
12	Cc1ccc(OCCC(=O)N(Cc2ccccc2)c2c(N)n(Cc3ccccc3)c(=O)[nH]c2=O)cc1	i	i	-12	i	i	i	i	i	i	i	i
13	CCc1c(C)nc2[nH]nc(-c3ccccc3C)n2c1=O	i	i	-2	i	i	i	i	i	i	i	i
14	CCC12CC3CC(C1)CC(C(=O)O)(C3)C2	i	i	-7	i	i	i	i	i	i	i	i
15	Cc1cc(C)nc(SCCC(=O)Nc2ccccc2)n1	i	i	0	i	i	i	i	i	i	i	i
16	COc1ccc2oc(C(=O)NNC(=O)c3ccc(F)cc3)c(C)c2c1	i	i	-15	i	i	i	i	i	i	i	i
17	Cc1onc(-c2ccccc2Cl)c1C(=O)Nc1cccc(-c2nc3ncccn3c2C)c1	i	i	-13	i	i	i	i	i	i	i	i
18	COc1ccc2nc(C)cc(NCc3ccc(F)cc3)c2c1	i	i	-18	i	-6.9*	7*	i	i	i	i	i
19	CCc1ccc(N2C(=O)CC(NNc3nc4ccccc4s3)C2=O)cc1 (centres undefined)	i	i	-7	i	i	i	i	i	i	i	i
20	NNC(=O)c1ccccc1OCc1ccccc1	i	i	0	i	i	i	i	i	i	i	i
21	O=C1CCCN1C(=O)CCC(=O)N1CCCC1=O	i	i	-2	i	i	i	i	i	i	i	i
22	COc1ccc(CNc2nc3ccc(C)cc3s2)c(OC)c1OC	i	i	-11	i	i	i	i	i	i	i	i
23	CCOC(=O)c1c(C)[nH]c(C)c1C(=O)COC(=O)C1CCCN1S(=O)(=O)c1ccccc1F (centres undefined)	i	i	-6	i	i	i	i	i	i	i	i
24	CCN(CC(=O)Nc1c(F)cccc1F)C(=O)CNC(=O)c1ccco1	i	i	-9	i	i	i	i	i	i	i	i
25	COCCn1c(SCC(=O)Nc2ccccc2)nc2c(oc3ccccc32)c1=O	i	i	-5	i	i	i	i	i	i	i	i
26	NCCSc1c(-c2ccccc2)[nH]c2ccccc12	i	i	-13	i	i	i	i	i	i	i	i
27	CC(=O)c1cccc(NC(=O)CSc2nc(=O)n(CCN3CCOCC3)c3c2CCCC3)c1	i	i	-12	i	i	i	i	i	i	i	i
28	Cc1ccc(C(=O)NNC(=O)c2ccc(NC(=O)C(C)(C)C)cc2)cc1	i	i	-11	i	i	i	i	i	i	i	i
29	O=C1CS/C(=N\C(=O)N2c3ccccc3Sc3ccccc32)N1	i	i	-13	i	i	i	i	i	i	i	i
30	CC1CN(C(=S)NC(=O)c2ccc(Cl)cc2)CC(C)O1 (centres undefined)	i	i	6.4*	i	i	i	i	i	i	i	i
31	CCCCCCCC(=O)N/N=C/c1ccc(Br)cc1	i	i	-9	i	i	i	i	i	i	i	i
32	COc1ccc(C(=O)N=C2CCC(C#N)=C3c4cc(OC)c(OC)cc4CCN23)cc1	i	i	-12	i	i	i	i	i	i	i	i
33	O=C(NCc1cccnc1)C(=O)Nc1ccc2c(c1)OCO2	i	i	-17	i	i	i	i	i	i	i	i
34	NC(=NCCc1ccc(Cl)cc1)NS(=O)(=O)c1ccc(F)cc1	i	i	-6	i	i	i	i	i	i	i	i
35	N#CCCn1cc(/C=N/NC(N)=S)c(-c2ccccc2)n1	i	i	-5	i	i	i	i	i	i	i	i
36	COc1ccc(CCNC(=O)C2CCC(=O)N2CCc2ccccc2)cc1OC (centres undefined)	i	i	-13	i	i	i	i	i	i	i	i
37	CCOC(=O)c1ccc(NC(=O)N2CCN(Cc3cccc(F)c3)CC2)cc1	i	i	-14	i	i	i	i	i	i	i	i
38	CS(=O)(=O)N(CC(=O)NCC1CCCO1)c1cc(Cl)cc(Cl)c1 (centres undefined)	i	i	-2	i	i	i	i	i	i	i	i
39	CS(=O)(=O)c1ccc(N)cc1	i	i	-3	i	i	i	i	i	i	i	i
40	CCN(CC)C(=O)CSc1nnc2sc3ccccc3n12	i	i	-9	i	i	i	i	i	i	i	i
41	COc1cccc(NC(=O)NCC2CCN(Cc3ccc(F)cc3)CC2)c1	i	8*	-6	i	i	i	i	i	i	i	i
42	CCN(CC)CCNC(=S)Nc1ccc2nc(N3CCN(C)CC3)cc(C)c2c1	i	i	-6	i	i	i	i	i	i	i	i
43	O=c1oc2ccc(Br)cc2cc1S(=O)(=O)c1ccc(F)cc1	i	i	-10	i	i	i	i	i	i	i	i
44	COCc1cc(C)nc(SCc2ccc(F)cc2)c1C#N	i	i	-2	i	i	i	i	i	i	i	i
45	CCCCCCOC(=O)C(C#N)c1nc2ccccc2nc1N1CCN(C)CC1 (centres undefined)	i	i	-28	i	i	i	i	i	i	i	i
46	COc1ccc(-c2nn3c(-c4ccco4)nnc3s2)cc1OC	/	i	-9	i	i	i	i	i	i	i	i
47	O=C1COc2ccc(S(=O)(=O)Nc3ccc4c(c3)OCO4)cc2N1	i	i	-4	i	i	i	i	i	i	i	i
48	COc1cc(C2CC(=O)N(c3ccc(C)cc3)C(=O)C2)cc(OC)c1OC	i	i	-5	i	i	i	i	i	i	i	i
49	Cc1nonc1CC(=O)NC1CCCc2c1cnn2-c1ccc(F)cc1F (centres undefined)	i	i	-6	i	i	i	i	i	i	i	i
50	CCOC(=O)C(C(=O)OCC)C(Nc1ccccc1)c1ccccc1 (centres undefined)	i	i	-8	i	i	i	i	i	i	i	i
51	COc1ccc(CCN2C(=O)/C(=C\c3ccco3)SC2=S)cc1OC	i	i	-9	i	i	i	i	i	/	/	/
52	O=C(NNc1nc(-c2ccc(Cl)cc2)cs1)c1ccco1	i	i	-11	i	i	i	i	i	i	i	i
53	O=C(NCc1cccs1)c1cnc2ccccn2c1=O	i	i	-12	i	i	i	i	i	i	i	i
54	COc1cc(CC(=O)OCC(=O)N2CC(=O)Nc3ccccc32)cc(OC)c1OC	i	i	-5	i	i	i	i	i	i	i	i
55	O=C(O)C1C(c2ccccc2)C(C(=O)OCCCO)C1c1ccccc1 (centres undefined)	i	i	-11	i	i	i	i	i	i	i	i
56	CCOC(=O)c1ccc(NC(=O)N2CCN(Cc3ccccc3)CC2)cc1	i	i	-11	i	i	i	i	i	i	i	i
57	CCCn1ncc(CN2CCC(N3CCC(C(=O)N4CCOCC4)CC3)CC2)c1C	i	i	-13	i	i	i	i	i	i	i	i
58	O=C(Nc1ccc(-c2nc3cccnc3s2)cc1)C1CCCO1 (centres undefined)	i	i	-15	i	i	i	i	i	i	i	i
59	CCCCC(=O)NC(=S)NNC(=O)CCc1ccccc1	i	i	-5	i	i	i	i	i	i	i	49*
60	COc1ccc(CCNS(=O)(=O)c2ccc(C(=O)NCc3ccco3)cc2)cc1OC	i	i	-11	i	i	i	i	i	i	i	i

The listing continues:
item	Structure	ANO1 activ	KCNQ1 pot	hERG protect	RGS4 act	KCNK9 block	KCNQ1 block	RGS4 block	KCNK3 inh	ANO1 block	MrgX1 allo act	MrgX1 agonist
61	CC1=C(C(=O)OC(C)C)C(c2cncc(-c3ccc(F)cc3)c2)C(C#N)=C(N)O1 (centres undefined)	i	i	-9	i	i	i	i	i	i	i	i
62	CCS(=O)(=O)N1CCC(NC(=O)C(Cc2ccc(OC)c(OC)c2)NC(C)=O)CC1 (centres undefined)	i	i	1	i	i	i	i	i	i	i	i
63	COc1ccccc1N1CCN(c2nc(-c3ccccc3)cc(C(F)(F)F)n2)CC1	i	i	-10	i	i	i	i	i	i	i	i
64	Cc1cc(C)cc(OCC(=O)Nc2ccc(CN3CCCCC3)cc2)c1	i	i	-5	i	i	i	i	i	i	i	i
65	NC(=O)c1nsc(C(=O)N(CC(=O)NCc2ccccc2)c2cccc(F)c2)c1N	i	i	-2	i	i	i	i	i	i	i	i
66	Cc1[nH]c(-c2ccccn2)nc(=S)c1Cl	i	41*	52*	i	i	i	i	i	i	i	i

From PubChem
